Bioassay records (PubChem BioAssay)
S1P2 agonist: agonists of human S1P2 receptor. O95136. S1P2-expressing cell line, agonist reporter read-out. activation, % at 4.5 µM. 97,000 tested, 0.46% active. AID 729; in the data active = activation above about 16%;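 also: 0% = vehicle low control and 100% = maximal reference agonist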
Target sequence (O95136 whole entry, looked up): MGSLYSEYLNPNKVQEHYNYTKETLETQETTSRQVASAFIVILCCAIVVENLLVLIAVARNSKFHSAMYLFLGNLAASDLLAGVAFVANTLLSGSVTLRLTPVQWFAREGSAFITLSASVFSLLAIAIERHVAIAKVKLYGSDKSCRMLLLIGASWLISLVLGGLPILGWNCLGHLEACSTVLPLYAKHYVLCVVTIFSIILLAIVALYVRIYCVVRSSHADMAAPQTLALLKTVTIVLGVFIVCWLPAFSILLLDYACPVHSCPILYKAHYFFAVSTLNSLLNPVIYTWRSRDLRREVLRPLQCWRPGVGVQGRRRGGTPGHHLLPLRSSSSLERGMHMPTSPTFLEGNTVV
PostGolgi ctrl: yeast control strain growth, post-Golgi counter-screen. efflux-deficient yeast background strain, growth absorbance A615, 16 h. inhibition, % at 10 µM. 98,000 tested, 5% active. AID 738
DAT uptake mod: changed human dopamine transporter uptake under cocaine IC80; AID 449768; Q01959; 110,000 tested, 1.3% active; B-score at 10 µM; LLC-PK1 hDAT cells, [14C]-dopamine uptake with cocaine IC80; actives deviate in either direction;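 active = Z score or B-score, a plate-position-corrected score, falls beyond the plate's 99.7% confidence bounds, in either direction; inactive = both scores lie inside the 99.7% bounds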;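 also: scored against the spread of the other compound wells on the same plate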
PostGolgi yeast: growth inhibition of a yeast mutant, post-Golgi transport screen. post-Golgi transport phenotypic cell assay. AID 739. inhibition, % at 10 µM. 98,000 tested, 0.9% active;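 also: yeast cells grown in 1536-well plates; yeast grown about 18 h at 30C before absorbance read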
S1P2 antag: antagonists of human S1P2 receptor; O95136; AID 736; inhibition, % at 5 µM; cell-based S1P2 antagonist assay, inhibition at 5 uM; 97,000 tested, 0.21% active; in the data active = inhibition above about 45%;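 also: CRE beta-lactamase reporter cells expressing human S1P2 stimulated with S1P; 0% = agonist at EC80 alone and 100% = agonist plus reference antagonist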
CYP2C19 inh: human CYP2C19 inhibition; P33261; CYP2C19 Supersomes, luciferin-H EGE luminescence, 30 min; inhibition, % at 5 µM; 96,000 tested, 21% active; AID 778;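 active = CYP2C19 inhibition above a set limit at 5 µM in the primary screen, cut at about 50% in these data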;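 also: plate controls were negative control wells for no effect and 2.5 mM tranylcypromine positive control for full effect; values of inactives mirror those of a sister screen read the other way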
Target sequence (P33261 whole entry, looked up): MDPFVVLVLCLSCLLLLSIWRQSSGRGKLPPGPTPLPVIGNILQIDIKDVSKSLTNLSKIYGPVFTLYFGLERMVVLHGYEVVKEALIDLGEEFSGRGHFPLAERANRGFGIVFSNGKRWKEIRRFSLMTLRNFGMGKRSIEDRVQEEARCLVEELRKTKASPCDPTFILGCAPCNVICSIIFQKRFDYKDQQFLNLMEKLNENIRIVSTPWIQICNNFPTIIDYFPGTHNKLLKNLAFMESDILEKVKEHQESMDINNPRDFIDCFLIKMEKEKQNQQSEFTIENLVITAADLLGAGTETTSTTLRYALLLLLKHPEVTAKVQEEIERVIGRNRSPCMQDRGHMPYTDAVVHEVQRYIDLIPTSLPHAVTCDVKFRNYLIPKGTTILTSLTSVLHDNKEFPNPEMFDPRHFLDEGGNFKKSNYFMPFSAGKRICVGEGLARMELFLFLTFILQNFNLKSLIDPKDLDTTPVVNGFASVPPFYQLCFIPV
sEH activator: increases human soluble epoxide hydrolase activity. P34913. purified human sEH enzymatic activity, activator screen. activation, % at 2 µM. 91,000 tested, 0.04% active. AID 717; in the data active = activation above about 37%; also: values of inactives mirror those of a sister screen read the other way
CYP2C19 activ: activators of human cytochrome P450 2C19. recombinant CYP2C19, luciferin-H EGE luminescence; hits give high values; 0 = fully inhibited enzyme, 1 = untreated enzyme. 96,000 tested, under 10 active. activation factor at 5 µM;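 active = activation factor of at least 2 at 5 µM in the primary screen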;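 also: 0 = wells with 2.5 mM tranylcypromine and 1 = vehicle-only wells; values of inactives mirror those of a sister screen read the other way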
sEH inh: soluble epoxide hydrolase (human) inhibition; 91,000 tested, 0.34% active; inhibition, % at 2 µM; AID 707; recombinant human sEH enzymatic activity assay; P34913; in the data active = inhibition above about 80%; also: values of inactives mirror those of a sister screen read the other way; many of its hits are not listed in these tables
The depositor's hits bear a star; x = no result given. Rule as the data show it, unless noted: active = inhibition above about 30%; inactive = the rest.

Compound	S1P2 agonist	PostGolgi ctrl	DAT uptake mod	PostGolgi yeast	S1P2 antag	CYP2C19 inh	sEH activator	CYP2C19 activ	sEH inh
Cc1ccn2cc(CSc3ccccc3)nc2c1	-2	0	1.5	5	-6	47	1	0.5	-2
O=C(NC(CSCc1ccccc1)C(=O)N/N=C/c1ccc(O)cc1O)c1ccc([N+](=O)[O-])cc1 (centres undefined)	-1	0	0.0078	7	9	23	-19	0.8	20
Cc1cccc(CCN(Cc2cc3cccc(C)c3[nH]c2=O)C(=O)N2CCOCC2)c1	-7	8	0.52	-4	0	20	-8	0.8	6
CCN(CC)S(=O)(=O)c1ccc(NC(=O)COC(=O)c2ccc(Br)o2)cc1	-5	26	-0.85	-5	17	21	-27	0.8	28
COC(=O)NC(Nc1sc2c(c1C(N)=O)CCCC2)(C(=O)OC)C(F)(F)F (centres undefined)	x	15	0.27	-1	x	25	x	0.7	x
c1ccn2c(Cc3nnc4ccccn34)nnc2c1	-5	12	-0.27	3	-2	0	-2	1	1
O=C(Nc1cccc(-c2nc3cc(Cl)ccc3o2)c1)C1CCCO1 (centres undefined)	-2	8	1.3	13	-18	48	-13	0.5	17
Cc1c(C)c2cc3c4c(oc3c(C)c2oc1=O)CCCC4	-5	21	0.046	-1	8	0	x	1	x
Nc1ccc(Nc2nc(-c3ccncc3)cs2)cc1	-6	8	1.5	3	2	61*	-7	0.4	9
CC1=C(C(=O)c2ccccc2)C(c2cn(-c3ccccc3)nc2-c2ccc(Cl)cc2)NC(=S)N1 (centres undefined)	-6	12	1.9	-5	8	5	-6	0.9	3
Nc1[nH]nc2nc(N3CCCC3)nc(-c3ccccc3)c12	x	8	0.52	11	x	0	x	1	x
N#CC1=C(N)Oc2n[nH]c(-c3ccccn3)c2C1c1c(F)cccc1Cl (centres undefined)	-1	1	x	2	-26	10	8	0.9	-13
CC(C)(C)n1nc2c(c1NC(=O)COc1ccc(Cl)cc1)CSC2	-7	-3	-0.0022	-4	2	67*	-20	0.3	22
CC(=O)N1CCCc2cc(S(=O)(=O)NCCC3=CCCCC3)ccc21	x	23	0.15	-4	x	53*	x	0.5	x
CSc1nc2ccccc2n1CC(=O)Nc1c(C)cccc1C	-5	x	-0.7	x	1	x	1	x	4
Cc1csc(NC(=O)CSc2nc(C)cs2)n1	-4	9	-1	4	12	58*	11	0.4	-10
Cc1cc(=O)c2cc(Cl)ccc2[nH]1	-5	-3	x	-1	0	x	-7	x	7
CCN(c1ccccc1)S(=O)(=O)c1ccc(NC(=O)C(C)(C)C)cc1	-4	29	-0.51	3	13	9	-24	0.9	24
Cc1cc(C)nc(N2C(=O)CC(C(C)c3ccccc3)C2=O)n1 (centres undefined)	-3	6	-0.67	-12	-4	11	-4	0.9	8
COC(=O)c1c(NC(=O)c2cnccn2)sc2c1CCC2	-5	9	x	-9	-15	15	8	0.8	-8
C=CCn1c2ccccc2c2nnc(SCN3C(=O)c4ccccc4C3=O)nc21	20*	28	-0.015	39*	-21	90*	-5	0.1	8
COC(=O)CSc1cc(C)nc(SC)n1	-5	12	-0.72	-4	-11	-4	-7	1	8
CNCc1ccc(OCc2ccccc2)c(OC)c1	1	6	-0.11	-11	14	33	6	0.7	-7
CNC(=O)c1c(N)sc2c1CCCCC2	-4	6	-0.37	-4	11	21	-11	0.8	10
CCOC(=O)c1ccc(-c2nnc(-c3ccc(Cl)cc3Cl)o2)cc1	x	17	1.2	-4	x	5	x	0.9	x
CCOC(=O)c1ccc(-n2nc(C(F)(F)F)c3c(C)cc(=O)oc32)cc1	-4	x	x	x	0	x	0	x	3
COc1ccc(C(=O)C2CCN(C(=O)c3ccco3)CC2)cc1	x	2	1.4	8	x	51*	x	0.5	x
Cc1c(C(=O)OC(C)C)sc2nc[nH]c(=O)c12	-3	-4	0.22	5	-24	29	0	0.7	0
C=C(C)Cn1c(SCCN2CCOCC2)nc2c1c(=O)[nH]c(=O)n2C	-4	x	0.74	x	-14	x	-13	x	16
O=C1CCCc2[nH]nc(-c3cccnc3)c21	-2	2	-0.46	3	-29	-12	4	1.1	-5

Going on with the list:
Compound	S1P2 agonist	PostGolgi ctrl	DAT uptake mod	PostGolgi yeast	S1P2 antag	CYP2C19 inh	sEH activator	CYP2C19 activ	sEH inh
O=C(Nc1nccs1)c1cccc(NC(=O)c2ccco2)c1	-3	x	1.3	x	10	x	6	x	-1
Nc1nc(SCC(=O)Nc2ccccc2-c2ccccc2)n[nH]1	-6	1	-0.94	2	0	42	6	0.6	-8
CCOc1ccc2[nH]c(=O)c(CN(Cc3ccc(C)cc3)C(=O)N3CCCC3)cc2c1	-4	7	0.13	-4	-8	10	1	0.9	-1
COC(=O)c1ccc(Cl)c(NC(=O)CN2CCC(C)CC2)c1	-4	6	-0.36	-11	1	41	4	0.6	-5
CCSc1nnc2c(Cl)cc(Cl)cn12	-4	5	-0.2	0	-7	-3	x	1	x
CCOC(=O)c1ccc(N(CC(=O)NC2CCCC2)C(=O)CNC(=O)c2ccco2)cc1	0	10	-0.58	-7	13	26	4	0.7	-9
CC(=O)C(Sc1ccc2nnc(-c3ccncc3)n2n1)C(C)=O	-10	-4	0.19	-3	-3	x	4	x	-4
Cc1ccc(-c2cc(C(F)(F)F)n3ncc(C(=O)N4CCCc5ccccc54)c3n2)cc1	-6	x	-1.5	x	-7	x	5	x	-5
CSc1n[nH]c(NC(C)=O)n1	-6	4	-2	-5	17	-10	-8	1.1	11
C1CCC(OCCN2CCN(CCOC3CCCCC3)CC2)CC1	-2	11	0.028	2	-3	-21	12	1.2	-16
CC(C)c1nc2sc3c(SCC(=O)NCc4ccco4)ncnc3c2c2c1CCC2	x	0	0.083	-1	x	59*	x	0.4	x
Cc1cccc(C)c1NC(=O)COC(=O)c1nonc1N	-2	-12	-0.34	-7	-6	26	-15	0.7	11
COc1ccccc1NC(=O)CSc1nnc(-c2ccc(C)cc2)o1	-5	x	-0.46	x	11	-1	-3	1	2
Cn1c(=O)n(C)c2cc(S(=O)(=O)N3CCCc4ccccc43)ccc21	-2	-4	0.17	-21	10	99*	-7	0	6
CC(C(=O)c1ccccc1)n1c(N2CCOCC2)nc2c1c(=O)n(C)c(=O)n2C (centres undefined)	x	-7	1.2	13	x	-8	x	1.1	x
C=CCNC(=O)NC(=O)COC(=O)c1cccnc1SC	-3	10	1.3	3	-7	42	2	0.6	-7
O=C(NCCNc1ccc([N+](=O)[O-])cc1)c1ccccc1Br	-4	0	-0.13	0	17	41	-2	0.6	2
CSC1=NCCN1C(=O)c1ccc(S(=O)(=O)N2CCCCC2)cc1	x	-4	0.26	-9	x	-7	x	1.1	x
Cc1ccc(SCCC(=O)OCC(=O)Nc2ncc(Cl)cc2Cl)cc1	-4	8	-0.023	-6	7	24	-10	0.8	10
CCCCc1ccc(N2C(=O)[C@@H]3C(CC(N)=O)NC4(C(=O)Nc5ccc(F)cc54)[C@@H]3C2=O)cc1 (some centres undefined)	-5	17	0.88	3	12	-8	0	1.1	0
Cn1ncc2c(Nc3cccc(C(=O)O)c3)ncnc21	-2	0	-0.36	-4	19	12	4	0.9	-4
CCOC(=O)c1c(C)n(C)c2ccc(OC)c(NC(=O)CN3CCCCC3)c12	-12	5	x	8	-6	29	-4	0.7	2
CC(C)C(C(=O)Nc1ccc2c(c1)OCCO2)N1C(=O)c2ccccc2C1=O (centres undefined)	-2	3	-0.3	-4	9	22	-2	0.8	3
Cc1sc2nc(CN3CCCC3)nc(N3CCC(C(N)=O)CC3)c2c1C	-4	4	-0.024	-3	-1	5	-8	1	8
COc1ccc(N(C(C)C(=O)N/N=C/c2ccc(OC(C)C)cc2)S(C)(=O)=O)cc1 (centres undefined)	-3	7	0.031	-8	-8	22	-5	0.8	7
CC(C)CNc1oc(-c2ccc(F)cc2)nc1C#N	-1	25	0.099	7	-14	16	-7	0.8	6
CC(=O)c1c(C(C)=O)c(C)n(-c2nc(-c3ccccc3)c(C)s2)c1C	-1	18	-1.2	-10	-20	46	-2	0.5	0
O=C(CN(CC1CCCO1)C(=O)CCC(=O)Nc1ccccn1)NCc1ccccc1 (centres undefined)	-3	x	0.4	x	-4	x	8	x	-2
CCOC(=O)N1CCN(C(=O)CC(C(=O)N2CCc3ccccc32)n2ccnc2)CC1 (centres undefined)	-6	4	0.51	8	-15	21	-8	0.8	9
C=CCCCCCCCCC(=O)Nc1c[nH]c(=O)[nH]c1=O	-7	1	0.37	0	-6	32	-8	0.7	8

Later entries
Compound	S1P2 agonist	PostGolgi ctrl	DAT uptake mod	PostGolgi yeast	S1P2 antag	CYP2C19 inh	sEH activator	CYP2C19 activ	sEH inh
CCOC(=O)c1ccc(-n2ncc(C(=O)OCC)c2N)cc1	-5	-1	0.058	3	-9	17	4	0.8	0
Cc1cc(/C=C2/SC(=S)N(c3cccc(C(F)(F)F)c3)C2=O)c(C)n1-c1cccnc1	-5	x	0.019	x	82*	x	7	x	-7
CCOC(=O)c1cc(NC(=O)Nc2ccc(OC)c(OC)c2)c(C)nc1C	-2	12	1.3	0	-17	20	-7	0.8	6
CN1CCc2nc(NC(=O)c3cccc(S(=O)(=O)N4CCc5ccccc54)c3)sc2C1	0	-5	1.2	6	-1	-2	-7	1	10
CCC(=O)Nc1c2c(nn1-c1ccc(F)cc1)CS(=O)C2 (centres undefined)	-1	7	0.19	-15	9	-4	x	1	x
O=C(/C=C/c1cccc([N+](=O)[O-])c1)NCc1cccnc1	-2	14	1.3	0	-11	31	-4	0.7	7
COc1ccc(-c2noc(CN(C(=O)C(C)(C)C)C(C)C)n2)cc1	-4	6	-0.76	6	-13	81*	0	0.2	-2
COc1ccc(N2C(=O)CSC23C(=O)N2c4c(cccc43)C(C)=CC2(C)C)cc1 (centres undefined)	-4	32*	0.25	3	-6	98*	-6	0	7
Cn1c(=O)c2c(nc(NCCO)n2C)n(C)c1=O	-4	22	-0.86	9	-8	13	3	0.9	-5
CCC(=O)N1c2ccc(S(=O)(=O)CCC(=O)NC3CCCC3)cc2CC1C (centres undefined)	-6	8	0.3	4	-3	15	x	0.8	x
CCN1CCN(c2ccc(NC(=O)CCc3c(C)nc4c(-c5ccccc5)c(C)nn4c3C)cc2)CC1	-3	0	2.5*	2	16	12	2	0.9	0
Cn1c(=O)c2c([nH]c(=O)n2C)n(C)c1=O	-3	-11	1.2	-5	11	x	20	x	-16
Cc1ccc(S(=O)(=O)Nc2ccc(S(=O)(=O)NC(C)(C)C)cc2)cc1	-2	1	-0.68	-1	7	48	11	0.5	-9
O=C(NC1CCCCC1)NC1CC2CCC(C1)N2Cc1nnnn1Cc1ccc2c(c1)OCO2 (centres undefined)	-9	14	x	7	12	20	-95	0.8	95*
O=C(Nc1ccccc1)N1CCN(Cc2ccc3c(c2)OCO3)CC1	-8	3	0.6	2	29	4	-4	1	3
O=c1nc2n(c3c4c(sc13)CCC4)CCC2	-3	-3	-0.46	3	4	15	-7	0.8	5
CCOc1ccc(N2C(=O)CC(N(O)c3ccccc3)C2=O)cc1 (centres undefined)	-7	-4	1.2	-6	27	20	3	0.8	-1
O=C(NCc1ccco1)C1CCC(CNS(=O)(=O)c2cccc3cccnc23)CC1 (centres undefined)	-5	-2	-0.17	-2	28	4	-50	1	50
Oc1c(Cl)cc(Cl)c2c1NCCC2	-6	5	1.2	-1	10	39	-7	0.6	7
CCOc1ccccc1OCc1nn2c(-c3ccc(C)cc3)nnc2s1	-5	26	0.79	0	20	14	x	0.9	x
COc1ccc(N2CCN(C(=O)CCCC3=NS(=O)(=O)c4ccccc4N3)CC2)cc1	-6	21	-1.6	14	6	5	7	0.9	-6
